APJ antagonist – blocks the human apelin receptor APJ | hit rate 0.32% among 330,000 | AID 2521 | inhibition, % at 20 µM | P35414 | CHO-K1 APJ beta-arrestin complementation, luminescence;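 active = inhibition above about 40% at 20 µM, limit read from the data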;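 note: cells challenged with 10 nM apelin-13 agonist together with compound; plate controls were apelin-13 plus DMSO wells for no effect and DMSO wells lacking apelin-13 for full effect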
Target sequence (P35414 whole entry, looked up): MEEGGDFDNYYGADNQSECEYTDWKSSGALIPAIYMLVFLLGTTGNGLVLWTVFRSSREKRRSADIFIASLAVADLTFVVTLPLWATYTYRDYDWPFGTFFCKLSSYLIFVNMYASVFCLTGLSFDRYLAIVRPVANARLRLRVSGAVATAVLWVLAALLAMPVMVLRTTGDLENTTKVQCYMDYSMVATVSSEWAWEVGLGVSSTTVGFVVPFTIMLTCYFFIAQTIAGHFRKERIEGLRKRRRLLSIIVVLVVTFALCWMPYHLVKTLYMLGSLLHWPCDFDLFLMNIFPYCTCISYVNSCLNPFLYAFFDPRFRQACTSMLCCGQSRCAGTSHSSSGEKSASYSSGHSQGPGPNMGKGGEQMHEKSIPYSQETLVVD
Mdm2 MdmX PPI – inhibitors of human Mdm2/MdmX interaction. O15151+Q00987. SaOS-2 split-luciferase Mdm2/MdmX complementation, luminescence. inhibition, % at 8 µM. hit rate 3% among 330,000. AID 485346;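 active = inhibition of at least 50% at 8 µM in the primary screen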
UPR CHOP act – apoptotic UPR (CHOP) activation | activation, % at 10 µM | CHO-CHOP luciferase reporter, luminescence; percent of tunicamycin response over DMSO baseline | hit rate 0.34% among 330,000;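 active = at 10 µM dose, activation of 40% or more, normalized to positive control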;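 note: 100% = tunicamycin at 10 µg/mL and 0% = DMSO alone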
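Test system: CHO CHOP reporter cells. Input: 500 CHO-CHOP cells per well. Medium: F12 with 10% FBS. Technique: luciferase luminescence. Measure: percent activation relative to tunicamycin control. Dosing: 10 µM compound, 0.5% DMSO. Timing: 16-18 h cell attachment, then 6 h compound exposure, 37 °C.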
CXCR6 inh – inhibitors of human CXCR6 receptor; AID 602244; O00574; inhibition, % at 20 µM; hit rate 0.36% among 360,000; CHO-K1 PathHunter CXCR6 beta-arrestin, luminescence; in the data active = inhibition above about 34%, passing the limit was not always enough;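 note: antagonist mode with CXCL16 agonist at 10 nM final; 0% = 10 nM CXCL16 with DMSO and 100% = unstimulated wells without agonist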
Target sequence (O00574 whole entry, looked up): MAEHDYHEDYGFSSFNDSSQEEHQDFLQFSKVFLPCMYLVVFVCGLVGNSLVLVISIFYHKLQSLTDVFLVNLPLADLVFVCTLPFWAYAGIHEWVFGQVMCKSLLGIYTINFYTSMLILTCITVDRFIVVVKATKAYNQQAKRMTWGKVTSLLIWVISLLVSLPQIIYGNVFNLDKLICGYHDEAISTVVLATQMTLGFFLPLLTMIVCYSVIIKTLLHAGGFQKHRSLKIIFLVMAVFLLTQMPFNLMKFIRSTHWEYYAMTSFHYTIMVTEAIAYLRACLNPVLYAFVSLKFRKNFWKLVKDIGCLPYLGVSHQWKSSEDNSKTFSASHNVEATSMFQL
tim23-1 inh – tim23-1 yeast growth inhibition; S. cerevisiae tim23-1 growth, BacTiter-Glo luminescence, 24 h; inhibition, % at 20 µM; hit rate 1.3% among 330,000;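 active = growth inhibition of the mutant yeast at or above 50%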;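 note: temperature-sensitive mutant grown at 25 °C; plate controls were DMSO-treated mutant yeast for no effect and medium wells lacking yeast for full effect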
APJ agonist – activates the human apelin receptor APJ; P35414; CHO-K1 APJ PathHunter beta-arrestin, luminescence; 0% DMSO wells, 100% apelin; activation, % at 20 µM; hit rate 0.11% among 330,000; AID 2520;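 active = activation more than six SD over the plate average, tested at 20 µM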;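 note: 0% = DMSO alone and 100% = apelin-13 at 10 nM; some results filed as inactive read as strong as hits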
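assay system = CHO-K1 APJ beta-arrestin complementation cell line | input = cell density 1000 per well | dosing = compound 20 µM once, DMSO 1% | timing = compound 90 min 25 °C, reagent 1 h | measured by = luminescence from split beta-galactosidase complementation, Galacton Star/Emerald II substrate | read-out basis = APJ agonist activity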
tim10-1 inh – tim10-1 yeast growth inhibition; S. cerevisiae tim10-1 ts strain growth, BacTiter-Glo, 24 h; inhibition, % at 20 µM; hit rate 2.2% among 330,000;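 active = inhibition of at least 40%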;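 note: mutant grown at 25 °C; 0% = DMSO wells with yeast and 100% = wells holding no yeast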
XBP1 UPR activ – activators of adaptive arm of unfolded protein response (XBP1). CHO-XBP1 luciferase reporter, IRE1-XBP1 UPR activation, luminescence; percent of tunicamycin response, DMSO as zero. activation, % at 20 µM. hit rate 0.33% among 330,000. AID 463104;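 active = versus positive control, 20 µM dose yields 30% or more activation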;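 note: 100% = tunicamycin at 10 µg/mL and 0% = DMSO only wells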
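incubation = overnight seeding at 37 °C, 6 h compound treatment at 37 °C | assay system = CHO-XBP1 cells stably carrying IRE1-XBP1-driven luciferase reporter | input = 1000 cells per well | detection = luciferase luminescence | dosing = single point, 20 µM final compound, 1% DMSO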
TIM10 inh – inhibits growth of TIM10 yeast strain. S. cerevisiae TIM10 strain growth, BacTiter-Glo luminescence, 24 h. inhibition, % at 10 µM. hit rate 1.4% among 330,000. AID 463195;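 active = inhibition of 40% or more at the single tested concentration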;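 note: wild-type TIM10 isogenic control strain grown at permissive 25 °C; 0% = DMSO yeast wells and 100% = minimal medium wells without yeast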
* hit, by the source's call.

Cc1cc(C)n(CCCNC(=O)COc2ccc([N+](=O)[O-])cc2)n1 was read as APJ antagonist -1.1, Mdm2 MdmX PPI 7.0, UPR CHOP act -0.9, CXCR6 inh 2.0, tim23-1 inh -2.9, APJ agonist -1.5, tim10-1 inh -9.9, XBP1 UPR activ -1.9 and TIM10 inh 0.2.
Cc1cc(Nc2nc3ccccc3nc2Cl)n(-c2ccccc2)n1 was read as APJ antagonist 6.3, Mdm2 MdmX PPI 63.9*, UPR CHOP act 0.5, CXCR6 inh 6.3, tim23-1 inh 37.8, APJ agonist 1.5, tim10-1 inh 40.0, XBP1 UPR activ 4.4 and TIM10 inh 30.9.
`O=C1N(Cc2cccc(Cl)c2)C[C@@H]2C[C@@H](c3cccc4cccnc34)N3CCC[C@@]123` gave APJ antagonist 11.8, Mdm2 MdmX PPI 1.8, UPR CHOP act -0.4, CXCR6 inh 1.8, tim23-1 inh -5.4, APJ agonist -4.2, tim10-1 inh 11.5, XBP1 UPR activ 0.7 and TIM10 inh 17.8.
`CCN(CC)CCN(C)c1ccc(N2C(=O)C3CC=CCC3C2=O)cc1[N+](=O)[O-]` (configuration not stated) gave APJ antagonist 0.4, Mdm2 MdmX PPI -8.0, UPR CHOP act -2.0, CXCR6 inh 2.1, tim23-1 inh 2.1, APJ agonist -6.0, tim10-1 inh -20.3, XBP1 UPR activ -2.3 and TIM10 inh -9.7.
CCc1ccccc1N(CC(=O)NCc1ccc(OC)cc1)C(=O)CCC(=O)Nc1ccccn1 was read as APJ antagonist 30.9, Mdm2 MdmX PPI 8.7, UPR CHOP act 0.2, CXCR6 inh -7.7, tim23-1 inh 10.9, APJ agonist -3.4, tim10-1 inh 9.3, XBP1 UPR activ -3.0 and TIM10 inh 18.1.
C=CCOC(=O)C1=C(C)NC(=O)NC1c1cn(-c2ccccc2)nc1-c1cccs1 (configuration not stated) was read as APJ antagonist -18.3, Mdm2 MdmX PPI 12.0, UPR CHOP act 0.0, CXCR6 inh 1.7, tim23-1 inh -1.0, APJ agonist -4.7, tim10-1 inh -24.6, XBP1 UPR activ 2.2 and TIM10 inh 0.9.
`CCOC(=O)CN1CC23C=CC(O2)C(C(=O)NC2CCCC2)C3C1=O` (configuration not stated) gave APJ antagonist 21.8, Mdm2 MdmX PPI 14.3, UPR CHOP act -1.5, CXCR6 inh 0.5, tim23-1 inh 1.9, APJ agonist -1.8, tim10-1 inh -1.6, XBP1 UPR activ -2.0 and TIM10 inh -9.0.
O=C(OC1CCOC1=O)C1CCN(S(=O)(=O)c2ccc(Cl)c(C(F)(F)F)c2)CC1 (configuration not stated) was read as APJ antagonist 8.0, Mdm2 MdmX PPI 6.9, UPR CHOP act -0.7, CXCR6 inh -6.0, tim23-1 inh 10.4, APJ agonist -1.9, tim10-1 inh 13.3, XBP1 UPR activ 0.3 and TIM10 inh 12.6.
Screening COCCOC(=O)C1=C(C)NC(=S)NC1c1cccs1 (configuration not stated) returned APJ antagonist 2.1, Mdm2 MdmX PPI -6.8, UPR CHOP act 0.6, CXCR6 inh -3.3, tim23-1 inh -7.9, APJ agonist -2.1, tim10-1 inh 0.8, XBP1 UPR activ -3.3 and TIM10 inh 4.0.
For COc1cc2c(cc1OC)C(Cc1ccc(O)cc1)N(C)CC2 (configuration not stated) the results were APJ antagonist -0.8, Mdm2 MdmX PPI 4.8, UPR CHOP act 0.7, CXCR6 inh 9.4, tim23-1 inh -10.4, APJ agonist -0.1, tim10-1 inh -6.8, XBP1 UPR activ -1.7 and TIM10 inh 7.8.
For CCOC(=O)c1cccc(NC(=O)CSc2nnc(-c3cccnc3)n2CC)c1 the results were APJ antagonist -10.7, Mdm2 MdmX PPI -3.1, UPR CHOP act 1.2, CXCR6 inh 0.2, tim23-1 inh 18.4, APJ agonist 0.1, tim10-1 inh 9.7, XBP1 UPR activ 1.8 and TIM10 inh -10.5.
O=C(NN1C(=O)/C(=C\c2ccc(O)c([N+](=O)[O-])c2)SC1=S)c1ccccc1Cl was read as APJ antagonist 55.0*, Mdm2 MdmX PPI 10.6, UPR CHOP act 0.3, CXCR6 inh 35.1, tim23-1 inh -15.6, APJ agonist -6.5, tim10-1 inh -14.7, XBP1 UPR activ -0.7 and TIM10 inh -10.9.
COc1ccc(N2CCN(C(=O)c3ccc(S(=O)(=O)N4CCCC4)cc3)CC2)cc1 was read as APJ antagonist -9.7, Mdm2 MdmX PPI 1.9, UPR CHOP act 1.6, CXCR6 inh -3.5, tim23-1 inh 6.8, APJ agonist -3.0, tim10-1 inh -3.4, XBP1 UPR activ -4.4 and TIM10 inh 10.0.
`O=C(CCn1c(=S)oc2ccccc21)Nc1cccc(F)c1` gave APJ antagonist -4.1, Mdm2 MdmX PPI 10.6, UPR CHOP act -1.0, CXCR6 inh -0.7, tim23-1 inh -3.6, APJ agonist -2.5, tim10-1 inh 8.0, XBP1 UPR activ -2.4 and TIM10 inh -14.6.
Screening COc1ccc(/C(C)=N/NC(=O)CNC(=O)c2cccs2)cc1OC returned APJ antagonist -1.1, Mdm2 MdmX PPI 3.7, UPR CHOP act -3.1, CXCR6 inh -3.3, tim23-1 inh 11.5, APJ agonist -1.2, tim10-1 inh 5.9, XBP1 UPR activ -1.0 and TIM10 inh -5.4.
For CC(=O)C[C@@H](O)CC(=O)[C@H]1OC(=O)CCCCCCCCc2ccccc21 the results were APJ antagonist -6.2, Mdm2 MdmX PPI 10.1, UPR CHOP act -0.4, CXCR6 inh -2.1, tim23-1 inh 22.7, APJ agonist -2.8, tim10-1 inh 5.2, XBP1 UPR activ -1.6 and TIM10 inh 12.6.
Screening Cn1nnnc1SCc1ccc([N+](=O)[O-])cc1 returned APJ antagonist 7.9, Mdm2 MdmX PPI 11.4, UPR CHOP act 1.6, CXCR6 inh 0.3, tim23-1 inh 8.8, APJ agonist -1.4, tim10-1 inh 3.2, XBP1 UPR activ 3.6 and TIM10 inh 10.3.
CC(C)(C)OC(=O)N1CCC(c2c(C(=O)NCC3CCN(C4CCCC4)C3)cnn2-c2ccccc2Cl)CC1 (configuration not stated) was read as APJ antagonist 13.1, Mdm2 MdmX PPI 25.3, UPR CHOP act 0.3, CXCR6 inh 10.9, tim23-1 inh -1.8, APJ agonist -6.3, tim10-1 inh -8.0, XBP1 UPR activ -2.2 and TIM10 inh -11.3.
`COC(=O)C1=CO[C@@H](O[C@@H]2O[C@H](CO)[C@@H](O)[C@H](O)[C@H]2O)C2C1CC(O)O[C@H]2C` (some centres not stated) gave APJ antagonist -7.3, Mdm2 MdmX PPI 23.3, UPR CHOP act -1.4, CXCR6 inh 0.0, tim23-1 inh 14.9, APJ agonist -2.6, tim10-1 inh 11.8, XBP1 UPR activ 1.0 and TIM10 inh 1.6.
O=C(COC(=O)c1ccccc1C(=O)OCC(=O)NCCc1c[nH]c2ccccc12)NCCc1c[nH]c2ccccc12 was read as APJ antagonist -12.4, Mdm2 MdmX PPI 17.1, UPR CHOP act 3.0, CXCR6 inh -0.7, tim23-1 inh 2.7, APJ agonist 13.3, tim10-1 inh -0.6, XBP1 UPR activ 1.1 and TIM10 inh -1.4.

Overlap with the part before: two compounds, followed by the next part.
`COC(=O)C1=CO[C@@H](O[C@@H]2O[C@H](CO)[C@@H](O)[C@H](O)[C@H]2O)C2C1CC(O)O[C@H]2C` (some centres not stated) gave APJ antagonist -7.3, Mdm2 MdmX PPI 23.3, UPR CHOP act -1.4, CXCR6 inh 0.0, tim23-1 inh 14.9, APJ agonist -2.6, tim10-1 inh 11.8, XBP1 UPR activ 1.0 and TIM10 inh 1.6.
O=C(COC(=O)c1ccccc1C(=O)OCC(=O)NCCc1c[nH]c2ccccc12)NCCc1c[nH]c2ccccc12 was read as APJ antagonist -12.4, Mdm2 MdmX PPI 17.1, UPR CHOP act 3.0, CXCR6 inh -0.7, tim23-1 inh 2.7, APJ agonist 13.3, tim10-1 inh -0.6, XBP1 UPR activ 1.1 and TIM10 inh -1.4.
Cc1ccccc1CSCC(=O)NC1CCCC1 was read as APJ antagonist -8.4, Mdm2 MdmX PPI 4.8, UPR CHOP act 6.4, CXCR6 inh -2.4, tim23-1 inh 5.5, APJ agonist -1.9, tim10-1 inh 2.0, XBP1 UPR activ 1.1 and TIM10 inh -4.2.
CCC(=O)Nc1c2c(nn1-c1ccc(C)cc1)CS(=O)(=O)C2 was read as APJ antagonist 11.1, Mdm2 MdmX PPI -2.2, UPR CHOP act -1.1, CXCR6 inh 3.2, tim23-1 inh -1.8, APJ agonist -1.1, tim10-1 inh -10.7, XBP1 UPR activ -1.2 and TIM10 inh 1.2.
Cc1ccc([N+](=O)[O-])cc1S(=O)(=O)NCCc1c(C)[nH]c2c(C)cccc12 was read as APJ antagonist -2.5, Mdm2 MdmX PPI 12.1, UPR CHOP act -0.7, CXCR6 inh 5.1, tim23-1 inh 10.2, APJ agonist 0.6, tim10-1 inh 8.3, XBP1 UPR activ -0.1 and TIM10 inh -1.6.
For CCOC(=O)CSc1nnc(CNC(=O)c2ccc(OC)c(OC)c2)n1C the results were APJ antagonist -6.3, Mdm2 MdmX PPI 19.6, UPR CHOP act -1.3, CXCR6 inh -0.4, tim23-1 inh -3.2, APJ agonist 0.6, tim10-1 inh 7.6, XBP1 UPR activ -0.7 and TIM10 inh -8.8.
`CCOC(=O)c1c(NC(=O)C2Cc3ccccc3C(=O)O2)sc2c1CCCC2` (configuration not stated) gave APJ antagonist -5.2, Mdm2 MdmX PPI 33.6, UPR CHOP act 2.8, CXCR6 inh 4.9, tim23-1 inh 7.3, APJ agonist -4.6, tim10-1 inh 7.7, XBP1 UPR activ 5.2 and TIM10 inh 4.9.
For Cc1cccc(N2CCN(S(=O)(=O)c3ccc4[nH]c(=O)c(=O)[nH]c4c3)CC2C)c1 (configuration not stated) the results were APJ antagonist 0.3, Mdm2 MdmX PPI 11.5, UPR CHOP act -0.9, tim23-1 inh -2.7, APJ agonist -5.3, tim10-1 inh 3.5, XBP1 UPR activ -1.9 and TIM10 inh -7.3.
Screening O=C(NCc1ccco1)c1cnc2sccn2c1=O returned APJ antagonist 20.9, Mdm2 MdmX PPI -12.5, UPR CHOP act -2.9, CXCR6 inh -1.2, tim23-1 inh -2.0, APJ agonist 0.2, tim10-1 inh -7.6, XBP1 UPR activ 5.4 and TIM10 inh -7.6.
Screening COC(=O)[C@H]1[C@H]2C[C@H]3c4[nH]c5ccccc5c4CCN3C[C@H]2CC[C@@H]1O returned APJ antagonist 10.7, Mdm2 MdmX PPI -9.1, UPR CHOP act 2.6, CXCR6 inh 5.6, tim23-1 inh 14.0, APJ agonist 5.3, tim10-1 inh -7.3, XBP1 UPR activ -3.8 and TIM10 inh 3.2.
`CC(=O)N/C(N)=N/c1nc(=O)c2ccccc2s1` gave APJ antagonist -21.3, Mdm2 MdmX PPI -8.6, UPR CHOP act 2.5, CXCR6 inh 3.9, tim23-1 inh 13.7, APJ agonist -0.1, tim10-1 inh -8.3, XBP1 UPR activ 3.9 and TIM10 inh -13.4.

Screening data from PubChem.

Not all compounds are listed; count on the stated rates, not on these rows.
